IDH1 mut inh: inhibitors of IDH1 R132H reductase, primary screen, biochemical, plate reader, single point; inhibition, % at 10 µM; AID 624101, 2012; actives 0.18% (n = 70,000); diaphorase/resazurin fluorescence, 60 min; in the data active means inhibition above about 34%;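 further: 0% = DMSO and 100% = no enzyme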
Target sequence (O75874 whole entry R132H): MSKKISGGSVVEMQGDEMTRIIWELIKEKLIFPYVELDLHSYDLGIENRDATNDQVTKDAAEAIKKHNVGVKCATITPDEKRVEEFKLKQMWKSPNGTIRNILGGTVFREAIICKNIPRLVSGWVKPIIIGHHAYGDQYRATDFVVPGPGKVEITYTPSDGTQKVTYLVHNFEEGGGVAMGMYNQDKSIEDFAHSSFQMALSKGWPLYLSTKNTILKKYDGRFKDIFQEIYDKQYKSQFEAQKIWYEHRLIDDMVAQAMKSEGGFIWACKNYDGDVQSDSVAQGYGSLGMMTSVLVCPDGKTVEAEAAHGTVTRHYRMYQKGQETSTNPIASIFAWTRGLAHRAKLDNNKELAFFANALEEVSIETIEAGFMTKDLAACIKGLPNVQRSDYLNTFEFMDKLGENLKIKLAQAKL
EZH2 inh: EZH2/PRC2 methyltransferase inhibitors, primary screen, biochemical, DELFIA time-resolved fluorescence, single point | inhibition, % at 12.5 µM | PRC2 H3K27 methylation, DELFIA TRF, 1 h | actives 0.35% (n = 57,000);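 active means mean inhibition of replicates at least 50% and every single replicate also reaching 50%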;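 further: dimethyl H3K27 on biotinylated H3 21-44 peptide detected by antibody; plate controls were median neutral control wells for no effect and median positive control wells for full effect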
Starred values were filed as active, the others as inactive; . = no result given.

structure	IDH1 mut inh	EZH2 inh
C[C@H]1CN([C@@H](C)CO)S(=O)(=O)c2ccc(-c3ccc(C#N)cc3)cc2O[C@@H]1CN(C)C	-0.1	-2
C[C@H](CO)N1C[C@H](C)[C@@H](CN(C)C(=O)NC2CCCCC2)Oc2ccc(NC(=O)Cc3ccccc3)cc2CC1=O	0.4	-4
C[C@H](CO)N1C[C@H](C)[C@H](CN(C)C(=O)Nc2ccccc2)Oc2ccc(NC(=O)C3CC3)cc2CC1=O	-0.6	.
COc1ccc(NC(=O)Nc2ccc3c(c2)OC[C@@H](C)NC[C@@H](C)[C@H](OC)CN(C)C3=O)cc1	-0.1	1
Cn1nnnc1SCC(=O)Nc1ccc(C(=O)O)cc1	1.2	4
CC(C)C#Cc1ccc2c(c1)O[C@H](CN(C)S(C)(=O)=O)[C@H](C)CN([C@@H](C)CO)S2(=O)=O	-0.2	-2
CC(=O)Nc1ccc(Nc2ncnc3c2cnn3-c2ccc(C)cc2C)cc1	2.0	-1
CO[C@H](C(=O)N(C)C[C@H]1OCc2ccccc2-c2ccccc2C(=O)N([C@@H](C)CO)C[C@H]1C)c1ccccc1	1.4	-8
Cc1ccc(-c2cnc3c(c2)C(=O)N([C@H](C)CO)C[C@@H](C)[C@H](CN(C)Cc2ccccc2F)O3)cc1	-0.4	-10
Cc1ccc(S(=O)(=O)N(C)C[C@@H]2Oc3ccc(NC(=O)Nc4ccc(C(F)(F)F)cc4)cc3C(=O)N([C@H](C)CO)C[C@@H]2C)cc1	2.1	.
O=C(NCC[C@@H]1CC[C@@H](NS(=O)(=O)Cc2ccccc2)[C@@H](CO)O1)C1CC1	-0.3	0
C[C@@H]1CN([C@H](C)CO)C(=O)c2cc(/C=C/c3ccccc3)cnc2O[C@@H]1CN(C)C	-0.9	-2
O=C(C[C@@H]1CC[C@H](NC(=O)NC2CCCCC2)[C@@H](CO)O1)NCc1ccc(F)cc1	0.0	-11
O=C(C[C@H]1C=C[C@@H](NC(=O)Cc2ccccn2)[C@@H](CO)O1)NCCCN1CCOCC1	0.3	4
CCCN1C[C@H](C)[C@@H](OC)CN(C)C(=O)c2ccc(NC(=O)C3CC3)cc2OC[C@@H]1C	-0.2	-14
C[C@H](CO)N1C[C@H](C)[C@@H](CN(C)C)Oc2c(NS(=O)(=O)c3ccccc3)cccc2C1=O	-3.3	3

Single records, as listed above:
Results for Cc1ccc(-c2cnc3c(c2)C(=O)N([C@H](C)CO)C[C@@H](C)[C@H](CN(C)Cc2ccccc2F)O3)cc1 → IDH1 mut inh = -0.4; EZH2 inh = -10
Results for C[C@@H]1CN([C@H](C)CO)C(=O)c2cc(/C=C/c3ccccc3)cnc2O[C@@H]1CN(C)C → IDH1 mut inh = -0.9; EZH2 inh = -2

(list continues)
structure	IDH1 mut inh	EZH2 inh
Cc1ccc(NC(=O)Cn2nc(-c3cccc([N+](=O)[O-])c3)c3ccccc3c2=O)c(C)c1	0.2	-5
C[C@@H]1CN([C@H](C)CO)C(=O)c2cc(NC(=O)CCCCCC(=O)Nc3ccccc3N)ccc2O[C@@H]1CN(C)S(=O)(=O)c1cccs1	.	-20
Cc1c(NC(=O)COc2ccccc2Cl)cccc1C(=O)O	0.3	16
COc1ccc(NC(=O)CSc2n[nH]c(-c3ccco3)n2)cc1	0.0	-6
Cc1ccccc1S(=O)(=O)N(C)C[C@@H]1OCc2cnnn2CCCC(=O)N([C@@H](C)CO)C[C@@H]1C	.	-3
CC(C)NC(=O)Nc1ccc2c(c1)C(=O)N([C@H](C)CO)C[C@@H](C)[C@@H](CN(C)C(=O)NC(C)C)O2	0.1	5
C[C@@H]1CN([C@@H](C)CO)C(=O)Cc2cc(NC(=O)C3CCCCC3)ccc2O[C@H]1CN(C)C(=O)Nc1ccc(C(F)(F)F)cc1	-0.9	.
O=C(C[C@@H]1C=C[C@H](NC(=O)c2ccncc2)[C@@H](CO)O1)NCC1CCCCC1	-0.2	-2
Cc1ccc(S(=O)(=O)Nc2cccc3c2O[C@@H](CN(C)C(=O)Nc2cccc4ccccc24)[C@@H](C)CN([C@@H](C)CO)C3=O)cc1	-0.4	.
CC(C)NC(=O)N(C)C[C@@H]1Oc2ncc(C#CC3CC3)cc2C(=O)N([C@H](C)CO)C[C@@H]1C	-0.3	-8
COc1ccc(CN(C)C[C@@H]2Oc3ccc(NC(=O)Cn4cnnn4)cc3CC(=O)N([C@@H](C)CO)C[C@H]2C)cc1	2.7	-7
CC(=O)c1cccc(NC(=S)NCc2ccco2)c1	0.7	-5
COc1cccc(NC(=O)Nc2ccc3c(c2)C(=O)N(C)C[C@H](OC)[C@@H](C)CN[C@H](C)CO3)c1	-0.3	-1
CNC[C@H]1Oc2ccc(NS(C)(=O)=O)cc2CC(=O)N([C@@H](C)CO)C[C@H]1C	3.2	7
C[C@@H]1CN([C@H](C)CO)C(=O)Cc2cc(NC(=O)Nc3ccc4c(c3)OCO4)ccc2O[C@@H]1CN(C)CC1CC1	1.3	-12
CCCC#Cc1cnc2c(c1)C(=O)N([C@@H](C)CO)C[C@@H](C)[C@@H](CN(C)C(=O)NCCC)O2	-0.4	-4
Cn1cnc(S(=O)(=O)N[C@H]2CC[C@@H](CC(=O)NCC3CCCCC3)O[C@@H]2CO)c1	0.0	1
Cc1ccc(S(=O)(=O)N(C)C[C@H]2OCCCC[C@H](C)Oc3ccc(NC(=O)Nc4ccc(C(F)(F)F)cc4)cc3C(=O)N([C@@H](C)CO)C[C@@H]2C)cc1	3.3	.
NC(=O)c1cc([N+](=O)[O-])ccc1NCc1cccnc1	-0.3	4
Cc1ccc(S(=O)(=O)N(C)C[C@@H]2Oc3ccc(NS(=O)(=O)c4ccc(Cl)cc4)cc3CC(=O)N([C@@H](C)CO)C[C@H]2C)cc1	1.4	.
C[C@H](CO)N1C[C@H](C)[C@H](CN(C)Cc2ccc(-c3ccccc3)cc2)Oc2ccc(NC(=O)CCC(F)(F)F)cc2C1=O	-4.8	.
Cc1ccc(S(=O)(=O)Nc2ccc3c(c2)C(=O)N([C@@H](C)CO)C[C@@H](C)[C@@H](CN(C)S(=O)(=O)c2ccc(F)cc2)OCCCC[C@H](C)O3)cc1	0.4	.
COCC(=O)N1C[C@H](C)[C@@H](OC)CN(C)C(=O)c2cc(NC(=O)c3ccccc3)ccc2OC[C@H]1C	0.1	23
CC(=O)CCc1c(C)[nH]c2ccc(C)cc2c1=O	-0.2	10
COc1ccc(CN(C)C[C@H]2Oc3ccc(NS(=O)(=O)c4ccc(Cl)cc4)cc3CC(=O)N([C@@H](C)CO)C[C@@H]2C)cc1	0.4	2
CC(C)c1ccc(OCC(=O)Nc2ccccc2C#N)c(Br)c1	0.4	11
O=C1CC(O)[C@H]2[C@@H]3N1c1ccccc1[C@@]31CCN3C/C(=C/CO)[C@@H]2C[C@H]31 (stereo not given in full)	0.4	.
C[C@@H]1CN([C@H](C)CO)C(=O)c2cc(NS(=O)(=O)c3ccccc3)ccc2O[C@@H](C)CCCCO[C@H]1CN(C)Cc1ccccc1	-0.5	.
COc1ccc(NC(=O)N(C)C[C@H]2Oc3c(NS(=O)(=O)c4ccc(Cl)cc4)cccc3C(=O)N([C@@H](C)CO)C[C@@H]2C)cc1	-1.0	.
CS(=O)(=O)N(CC(=O)Nc1cccc(Br)c1)c1cccc(Cl)c1	-0.1	9
CCn1c(SCC(=O)Nc2cccc(C(F)(F)F)c2)nnc1-c1ccco1	-0.2	-19
COCC(=O)Nc1ccc2c(c1)C(=O)N(C)C[C@@H](OC)[C@H](C)CN(C(=O)CC1CC1)[C@@H](C)CO2	-0.1	-8
C[C@@H]1CN([C@H](C)CO)C(=O)Cc2cc(NC(=O)CCC(F)(F)F)ccc2O[C@H]1CN(C)C(=O)Nc1ccccc1	1.7	-3
CO[C@@H]1CN(C)C(=O)c2ccc(NC(=O)c3cccnc3)cc2OC[C@@H](C)N(CC2CCCCC2)C[C@H]1C	0.3	-28
COCC(=O)Nc1ccc2c(c1)[C@@H]1C[C@@H](CC(=O)NCc3ccc(OC)cc3)O[C@@H](CO)[C@@H]1O2	-3.9	-11
C[C@@H]1CCCCO[C@@H](CN(C)CC2CCCCC2)[C@@H](C)CN([C@@H](C)CO)C(=O)c2cc(NS(C)(=O)=O)ccc2O1	3.1	-1
C[C@H]1CN([C@@H](C)CO)C(=O)c2cc(NC(=O)Nc3ccc(C(F)(F)F)cc3)ccc2O[C@@H]1CN(C)S(=O)(=O)c1ccccc1	0.0	.
CNC[C@@H]1Oc2c(NS(=O)(=O)c3cn(C)cn3)cccc2C(=O)N([C@H](C)CO)C[C@@H]1C	-0.3	-2
O=C(C[C@H]1C=C[C@H](NC(=O)c2ccncc2)[C@@H](CO)O1)Nc1ccc(-c2ccccc2)cc1	0.0	-12
COc1ccc(NC(=O)Nc2ccc3c(c2)[C@@H]2C[C@H](CC(=O)NC4CCCC4)O[C@@H](CO)[C@@H]2O3)cc1	2.1	3
C[C@H](CO)N1C[C@H](C)[C@H](CN(C)S(=O)(=O)c2ccc(Cl)cc2)Oc2ccc(NC(=O)CCCCCC(=O)Nc3ccccc3N)cc2CC1=O	.	-21
O=C(Nc1ccc2c(c1)[C@@H]1C[C@@H](CC(=O)N3CCCCC3)O[C@@H](CO)[C@@H]1O2)NC1CCCC1	-0.2	-4
Cc1ccc(OC(=O)N(C)C[C@H]2OCc3cn(nn3)CCCC(=O)N([C@H](C)CO)C[C@H]2C)cc1	0.5	2
C[C@@H]1CCCCO[C@@H](CN(C)S(=O)(=O)c2ccc(Cl)cc2)[C@H](C)CN([C@@H](C)CO)C(=O)c2cc(NS(=O)(=O)c3ccccc3)ccc2O1	0.1	.
CO[C@H]1CN(C)C(=O)c2ccc(NC(=O)c3cccc(F)c3)cc2OC[C@@H](C)N(C(C)=O)C[C@@H]1C	0.0	5
CCC(=O)N(C)C[C@H]1Oc2ncc(-c3ccc(C#N)cc3)cc2C(=O)N([C@@H](C)CO)C[C@H]1C	-1.2	4
COc1ccc(NC(=O)N(C)C[C@@H]2OCc3cn(nn3)CCCC(=O)N([C@@H](C)CO)C[C@H]2C)cc1	0.8	.
CO[C@@H]1CN(C)C(=O)c2cc(NC(=O)Nc3ccccc3Cl)ccc2OC[C@@H](C)N(C(C)=O)C[C@H]1C	0.1	-9
CCCc1cn(CC[C@H]2CC[C@@H](NC(=O)C3CC3)[C@H](CO)O2)nn1	0.1	9
C[C@H](CO)N1C[C@H](C)[C@H](CN(C)C(=O)C2CCC2)Oc2cc(-c3ccccc3)ccc2S1(=O)=O	-2.0	11
C[C@H](CO)N1C[C@H](C)[C@@H](CN(C)C)Oc2ccc(NC(=O)Nc3ccc(F)cc3)cc2C1=O	3.2	.
CO[C@H]1CN(C)C(=O)c2cc(NS(=O)(=O)c3ccccc3)ccc2OC[C@H](C)N(C(=O)NC(C)C)C[C@@H]1C	0.1	3
COc1ccccc1C#Cc1ccc2c(c1)O[C@@H](CN(C)Cc1cccnc1)[C@@H](C)CN([C@H](C)CO)S2(=O)=O	.	11
O=C(C[C@@H]1CC[C@H](NC(=O)C2CCC2)[C@@H](CO)O1)NCC1CC1	-0.7	-1
COC(=O)C1c2c(oc3cc(CO)cc(O)c3c2=O)C=CC1O (stereo not given)	1.9	.
COc1ccc(-c2cnc3c(c2)C(=O)N([C@H](C)CO)C[C@@H](C)[C@H](CN(C)C(=O)CN(C)C)O3)cc1	0.1	-7

(next part)
structure	IDH1 mut inh	EZH2 inh
C[C@H]1CN([C@@H](C)CO)C(=O)c2cc(C#CC3CC3)cnc2O[C@H]1CN(C)S(=O)(=O)c1cccc(F)c1	.	-1
COc1ccc(S(=O)(=O)Nc2ccc3c(c2)C(=O)N([C@@H](C)CO)C[C@H](C)[C@@H](CN(C)Cc2ccc(Cl)c(Cl)c2)OCCCC[C@@H](C)O3)cc1	0.3	.
C[C@@H]1CN([C@@H](C)CO)C(=O)c2cc(-c3ccc(C(=O)N(C)C)cc3)cnc2O[C@@H]1CN(C)C	-1.6	-4
COc1ccc(NC(=O)Nc2ccc3c(c2)CC(=O)N([C@H](C)CO)C[C@@H](C)[C@@H](CN(C)C(=O)Nc2ccccc2)O3)cc1	2.0	.
COc1ccc(NC(=O)Nc2ccc3c(c2)CC(=O)N([C@@H](C)CO)C[C@H](C)[C@H](CN(C)S(=O)(=O)c2cccs2)O3)cc1	-2.4	.
COC(=O)c1cc(C)sc1NC(=O)COc1ccccc1	-0.8	-1
C[C@H](CO)N1C[C@H](C)[C@H](CN(C)C(=O)CN(C)C)Oc2cc(C3=CCCC3)ccc2S1(=O)=O	1.4	-8
CC(C)NC(=O)Nc1ccc2c(c1)C(=O)N([C@@H](C)CO)C[C@H](C)[C@@H](CN(C)S(=O)(=O)c1ccccc1)OCCCC[C@@H](C)O2	1.6	.

Of the compounds above, 7 contain a CF3 group:
structure	IDH1 mut inh	EZH2 inh
Cc1ccc(S(=O)(=O)N(C)C[C@@H]2Oc3ccc(NC(=O)Nc4ccc(C(F)(F)F)cc4)cc3C(=O)N([C@H](C)CO)C[C@@H]2C)cc1	2.1	.
C[C@@H]1CN([C@@H](C)CO)C(=O)Cc2cc(NC(=O)C3CCCCC3)ccc2O[C@H]1CN(C)C(=O)Nc1ccc(C(F)(F)F)cc1	-0.9	.
Cc1ccc(S(=O)(=O)N(C)C[C@H]2OCCCC[C@H](C)Oc3ccc(NC(=O)Nc4ccc(C(F)(F)F)cc4)cc3C(=O)N([C@@H](C)CO)C[C@@H]2C)cc1	3.3	.
C[C@H](CO)N1C[C@H](C)[C@H](CN(C)Cc2ccc(-c3ccccc3)cc2)Oc2ccc(NC(=O)CCC(F)(F)F)cc2C1=O	-4.8	.
CCn1c(SCC(=O)Nc2cccc(C(F)(F)F)c2)nnc1-c1ccco1	-0.2	-19
C[C@@H]1CN([C@H](C)CO)C(=O)Cc2cc(NC(=O)CCC(F)(F)F)ccc2O[C@H]1CN(C)C(=O)Nc1ccccc1	1.7	-3
C[C@H]1CN([C@@H](C)CO)C(=O)c2cc(NC(=O)Nc3ccc(C(F)(F)F)cc3)ccc2O[C@@H]1CN(C)S(=O)(=O)c1ccccc1	0.0	.

Bioassay records from PubChem BioAssay.

Not all compounds are listed (hit frequency here may not be typical).
